# Screening results: PubChem, Broad Institute
# RAD54 branch – inhibitors of human RAD54 branch migration | RAD54 Holliday junction branch migration, FAM/BHQ fluorescence | inhibition, % at 10.4 µM | actives 0.14% (n = 360,000) | AID 602329;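 active = mean normalized replicate activity at least 40 and at least half of replicates scoring 40 or more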;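 also: 0% = median of neutral control wells and 100% = median of positive control wells; inhibitors cause a drop in the FAM fluorescence signal; in these data hits start at about 50%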
# Target sequence (Q92698 whole entry, looked up): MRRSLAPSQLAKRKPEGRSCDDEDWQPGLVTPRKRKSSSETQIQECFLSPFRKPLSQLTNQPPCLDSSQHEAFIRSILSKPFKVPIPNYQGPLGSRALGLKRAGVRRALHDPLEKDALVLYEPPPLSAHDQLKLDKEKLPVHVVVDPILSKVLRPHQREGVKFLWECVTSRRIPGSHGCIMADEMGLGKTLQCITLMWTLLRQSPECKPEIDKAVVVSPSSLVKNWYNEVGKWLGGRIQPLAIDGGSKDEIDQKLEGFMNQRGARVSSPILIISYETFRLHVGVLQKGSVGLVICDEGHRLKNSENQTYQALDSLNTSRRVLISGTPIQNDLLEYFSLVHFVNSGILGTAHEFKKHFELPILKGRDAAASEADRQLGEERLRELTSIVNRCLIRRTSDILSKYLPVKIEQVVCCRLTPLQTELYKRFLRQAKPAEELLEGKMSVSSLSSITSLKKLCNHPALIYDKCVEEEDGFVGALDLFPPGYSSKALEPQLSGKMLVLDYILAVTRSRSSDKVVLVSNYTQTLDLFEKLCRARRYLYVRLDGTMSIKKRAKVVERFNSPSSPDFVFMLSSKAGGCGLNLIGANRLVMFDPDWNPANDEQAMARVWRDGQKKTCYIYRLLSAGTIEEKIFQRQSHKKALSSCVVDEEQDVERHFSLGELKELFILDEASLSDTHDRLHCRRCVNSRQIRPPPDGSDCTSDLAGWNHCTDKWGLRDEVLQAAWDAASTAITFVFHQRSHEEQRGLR
# E-sel inducer – induces E-selectin expression in human endothelial cells; actives 0.37% (n = 260,000); activation, % at 7.58 µM; P16581; HUVEC E-selectin immunofluorescence imaging; normalized: neutral wells 0, TNF-alpha wells 100; AID 686992;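 active = mean E-selectin-positive cell signal at least 10% of the positive control, reached in at least 60% of replicates, without over 20% cell loss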;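 also: in these data hits start at about 27%; measured in HUVEC primary endothelial cells; signal is the percent of cells scored E-selectin positive by PE staining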
#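 material = human umbilical vein endothelial cells (HUVEC), E-selectin induction | quantity = 3,000 cells/well | medium = EGM-2 growth medium on 0.1% gelatin-coated wells | technique = immunofluorescence imaging | read-out basis = % PE-positive cells | control set = TNF-alpha positive control, DMSO neutral control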
# miR-122 sensor – blocks miR-122 activity in Huh7 sensor cells; Huh7 miR-122 Renilla luciferase sensor, 48 h; neutral wells = 0, positive control = 100; actives 0.3% (n = 340,000); activation (reporter increase), % at 12.5 µM; AID 602342;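 active = mean replicate activation score at least 90 and every replicate individually at or above 90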;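 also: higher luciferase means less miR-122 activity so hits act as miR-122 inhibitors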
# Cneo AK release – causes C. neoformans cell lysis; lysis activity, % at 15 µM; adenylate kinase release luminescence, 4 h; normalised: neutral wells 0, clomiphene wells 100; actives 0.2% (n = 360,000);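 active = mean lysis activity across replicates of at least 80%, whatever share of replicates individually reach that level; inactive = mean lysis activity below 80%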
#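 Material: C. neoformans cells | Amount: Yeast cell density of 5 × 10^6 cells/mL | Medium: Fresh YPD growth medium | Dosing: Single dose | Times: Static 4 h at 37 °C with compound, 1 h detection | Detection: AK luminescence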
# RAD52 anneal inh – RAD52 (human) annealing inhibition. recombinant RAD52 DNA annealing, FRET fluorescence. AID 651710. inhibition, % at 18.7 µM. actives 0.46% (n = 360,000);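 active = every replicate showing at least 50% inhibition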
# PglD DTNB – PglD (C. jejuni) enzyme inhibition | AID 602405 | actives 0.098% (n = 360,000) | inhibition, % at 12.5 µM | purified PglD enzyme, DTNB colorimetric CoA detection; in the data active = inhibition above about 16%, passing the limit was not always enough; also: strong numbers were not always called active
# PGC1a acetyl inh – PGC1a acetylation modulation, inhibitor mode; U2OS PGC1a acetylation, AlphaScreen anti-acetyl-lysine; with virally co-expressed GCN5 acetyltransferase; actives 0.17% (n = 350,000); inhibition, % at 15.6 µM; AID 651687;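 active = every replicate shows inhibition of at least 40%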;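 also: 0% = neutral control wells and 100% = positive control wells; some results beyond the cut were filed as inactive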
# ERAP1 inh – ERAP1 (human) enzyme inhibition; recombinant ERAP1, Leu-AMC fluorescence, 60 min; inhibition, % at 10.7 µM; actives 0.15% (n = 340,000); AID 652197;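 active = mean replicate inhibition of at least 30%, or all replicates individually reaching that 30% level; inactive = mean below 30% and not every replicate reaching it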;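 also: 0% = neutral control wells and 100% = L-leucinethiol positive control wells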
# * = called active by the depositor; . = no result given; & = joins results of further samples; [ ] = remark or other dose.
# A first look (2 entries):
# Under each structure: ERAP1 inh	PglD DTNB	Cneo AK release	RAD54 branch	miR-122 sensor	RAD52 anneal inh	PGC1a acetyl inh	E-sel inducer
- Cc1noc(C)c1NC(=O)N(C)C[C@@H]1OCCCC[C@@H](C)Oc2ccc(NC(=O)C3CCCCC3)cc2C(=O)N([C@@H](C)CO)C[C@H]1C
→ 1	2	2	1	4[16.7 µM]	3	4	0.0
- Cc1ccnc(NS(=O)(=O)c2ccc(NC(=O)c3ccc(N4C(=O)CCC4=O)cc3)cc2)n1
→ 0	7	.	2	2	-11	1	-0.2

# This part in full, previewed entries included:
# Under each structure: ERAP1 inh	PglD DTNB	Cneo AK release	RAD54 branch	miR-122 sensor	RAD52 anneal inh	PGC1a acetyl inh	E-sel inducer
- Cc1noc(C)c1NC(=O)N(C)C[C@@H]1OCCCC[C@@H](C)Oc2ccc(NC(=O)C3CCCCC3)cc2C(=O)N([C@@H](C)CO)C[C@H]1C
→ 1	2	2	1	4[16.7 µM]	3	4	0.0
- Cc1ccnc(NS(=O)(=O)c2ccc(NC(=O)c3ccc(N4C(=O)CCC4=O)cc3)cc2)n1
→ 0	7	.	2	2	-11	1	-0.2
- CC(C)NC(=O)Nc1ccc2c(c1)CC(=O)N([C@H](C)CO)C[C@@H](C)[C@H](CN(C)S(=O)(=O)c1cn(C)cn1)O2
→ 2	0	-1	5	0[16.7 µM]	13	-4	-3.2
- CCCC#Cc1ccc2c(c1)O[C@H](CN(C)C(=O)c1ccccn1)[C@H](C)CN([C@@H](C)CO)S2(=O)=O
→ 1	-2	0	9	6[16.7 µM]	0	-6	-0.5
- CC1CCC(NC(=O)c2cc3c(=O)n(C)c4ccccc4c3n2C)CC1 (stereo not drawn)
→ .	2	0	-7	3	-6	5	0.1
- COCCCNC(=O)CC(NS(=O)(=O)c1ccc(C)cc1)c1ccco1 (stereo not drawn)
→ .	-3	-1	-8	6	.	2	.
- O=C(Nc1ccc2c(c1)OCO2)N1[C@@H]2CNC[C@H]1C2c1ccc(-c2ccncc2)cc1 (stereo partly drawn)
→ 3	.	.	.	.	27&16	4&1	0.0&0.0
- CCOC(=O)C1=C(COC(=O)COc2cc(C)ccc2C)NC(=O)NC1C (stereo not drawn)
→ -1	.	.	.	0	-1	2	0.1
- Cc1ccc(S(=O)(=O)/C(C#N)=C/c2c(N3CCOCC3)nc3c(C)cccn3c2=O)cc1
→ 0	-10	1	-5	-1	-130	4	.
- Cc1ccc(OCCC(=O)Nc2ccccc2C(=O)N2CCCCC2)cc1
→ 0	4	3	-2	-1	-3	.	0.0
- O=C(NC1CCC1)[C@@H]1N[C@@H]2c3ccc(-c4cccc(F)c4)c(=O)n3C[C@@H]2[C@H]1CO
→ 1	2	-4	7	-5[16.7 µM]	-10	.	0.4
- Cc1cc(=O)oc(C)c1C(=O)N1CCCc2ccccc21
→ .	-5	0	6	6	.	46	.
- Cc1cccc(NC(=O)/C(C#N)=C\c2cccnc2)c1
→ .	2	0	-3	-7	.	6	.
- CCOc1ccc(/C=C/C(=O)NCCc2ccc(OC)c(OC)c2)cc1
→ .	-2	-2	8	2	.	14	.
- COc1ccc(C(CNC(=O)c2ccccc2SC)N(C)C)cc1 (stereo not drawn)
→ 0	.	.	.	.	-24	0	0.0
- COC(=O)c1c(NC(=O)c2ccc(C)o2)sc2c1CCCCC2
→ .	-5	-4	-3	-8	.	-5	.
- COc1ccc(C(=O)Oc2ccc(-c3nnco3)cc2)cc1S(=O)(=O)N1CCOCC1
→ 2	.	.	.	-3	-4	14	0.0
- Cc1noc(C)c1C(=O)Nc1ccc(S(=O)(=O)N2CCC(C)CC2)cc1
→ 2	-2	0	4	-5	-8	-11	.
- COc1ccc(S(=O)(=O)Nc2ccc3c(c2)CC(=O)N([C@H](C)CO)C[C@@H](C)[C@@H](CN(C)CC2CC2)O3)cc1
→ .	-2	-1	2	-8[16.7 µM]	12	1	0.2
- COc1ccc2[nH]cc(C=O)c2c1
→ .	0	1	-12	2	.	-2	.
- N#Cc1c(C#N)c(-c2ccccc2)n(-c2ccc(C(=O)O)cc2)c1N
→ .	-3	-2	-3	-2	.	9	.
- C[C@@H]1CN([C@@H](C)CO)C(=O)c2c(c3ccccc3n2C)-c2ccccc2CO[C@@H]1CN(C)S(=O)(=O)c1ccc(F)cc1
→ 0	3	-2	-4	.	8	-7	-0.4
- CCC(C)C(CO)NCCCn1cnc2c(OC)ncnc21 (stereo not drawn)
→ -2	-1	1	-16	-4	-12	.	-1.1
- CC(=O)N1CCOc2cc(S(=O)(=O)N3CCN(c4ccccc4)CC3)c(Cl)cc21
→ 5	-3	0	3	18	-17	3	1.2
- O=C(NC(c1ccccc1)c1ccc2ccccc2n1)C1CCN(CCOc2ccc(Cl)cc2Cl)CC1 (stereo not drawn)
→ 12	8	2	-6	-3	-82	.	1.1
- CCC(=O)Nc1ccc2c(c1)C(=O)N(C)C[C@H](OC)[C@@H](C)CN(C(=O)COC)[C@H](C)CO2
→ 6	-4	1	-8	.	-27	8	-0.3
- O=C(Nc1cccc(F)c1)C1CCN(C(=O)c2ccco2)CC1
→ 0	-4	-1	-5	-4	9	5	-0.2
- COC(=O)C1=C(CCc2ccccc2)NC(=O)NC1c1ccc([N+](=O)[O-])cc1 (stereo not drawn)
→ .	-2	0	-4	.	-14	.	1.7
- COc1ccc(Cl)cc1NC(=O)CN(C)C(=O)c1n[nH]c2ccccc12
→ -1	-4	.	-10	16	-9	9	6.1
- Brc1cccc(-c2nc3cccnc3nc2-c2cccc(Br)c2)c1
→ -4	9	-1	2	0	-7	0	0.0
- COc1ccc(CN2CCN(Cc3ccccc3F)CC2)cc1OC
→ 0	2	12	1	-3	-20	5	.
- C[C@H]1CN([C@@H](C)CO)C(=O)c2cc(NS(=O)(=O)c3cccs3)ccc2O[C@H]1CN(C)Cc1ccc(C(=O)Nc2ccccc2N)cc1
→ 4	.	.	.	.	-37	-8	2.6
- CCN(CC)C(=O)c1[nH]cnc1C(=O)Nc1ccon1
→ -1	4	13	4	0	-2	.	-0.2
- COc1ccc(Nc2nnc(C)c3ccccc23)cc1C(N)=O
→ .	-2	3	14	1	.	-5	.
- O=C(O)C(O)c1ccccc1 (stereo not drawn)
→ -4&0	5&1	0&0	-5&0	3&-5	-15&0	6	0.2&0.0
- Cc1nn(-c2cc(Cl)ccc2Cl)c(C)c1C(=O)O
→ -1	-8	0	5	1	-21	10	0.1
- C[C@@H]1CN([C@H](C)CO)C(=O)c2cccc(NS(=O)(=O)c3cccs3)c2O[C@@H]1CN(C)Cc1ccc(C(F)(F)F)cc1
→ -1	-2	-6	-4	61[16.7 µM]	-45	-5	-2.2
- O=C(c1cncc(Br)c1)N1CCN(S(=O)(=O)c2ccccc2C(F)(F)F)CC1
→ -1	.	.	.	-4	-13	.	33*
- CCCNC(=O)[C@@H]1[C@@H](CO)[C@@H]2Cn3c(ccc(-c4ccc(F)cc4)c3=O)[C@@H]2N1CC
→ .	-1	1	2	-3[16.7 µM]	.	.	-0.3
- CCc1ccc2nc3n[nH]c(N)c3cc2c1
→ .	-3	-4	6	3	.	17	.
- O=C(CCC(=O)N1CCN(c2ccccn2)CC1)Nc1nnc(C2CCCCC2)s1
→ .	2	0	0	0	.	-5	.
- N#Cc1c(N)oc(-c2ccco2)c1-c1ccco1
→ .	2	-3	-10	-7	.	16	.
- COc1ccccc1OCc1ccc(C(=O)NCc2cccnc2)o1
→ .	-2	1	2	-1	.	-4	2.5
- O=C(c1cccc(F)c1)N1CC(=O)N2[C@H](CO)[C@H](c3ccc(-c4cccnc4)cc3)[C@H]2C1
→ 1	.	.	.	.	-21	11	0.4
- CCCCc1nnc(NC(=O)c2oc3ccc(OC)cc3c2C)s1
→ -1	-6	-2	3	3	-6	.	1.1
- CN(CC(=O)Nc1cccc(F)c1)C(=O)CCSc1ccc(F)cc1
→ 0	-2	4	0	7	2	.	0.3
- CCOc1ccc(CNC(=O)C2CCN(S(=O)(=O)N3CCC(C)CC3)CC2)cc1OC
→ 4	7	0	1	10	-13	.	0.0
- CC(=O)N/C(=C/c1cccnc1)C(=O)Nc1ccc(Cl)cc1
→ -3	3	-1	-14	-2	-11	-5	-0.1
- CCOc1ccc(N2C(=O)C(Cl)=C(Nc3ccccc3O)C2=O)cc1
→ .	-1	1	7	-5	.	-2	.
- COc1ccc(C(=O)Nc2ccc3c(c2)C(=O)N(C)C[C@@H](OC)[C@@H](C)CN(C(C)=O)[C@H](C)CO3)cc1
→ 3	1	-3	1	14[16.7 µM]	-1	10	-0.1
- C[C@H]1CN([C@@H](C)CO)C(=O)c2cc(C#CC3(O)CCCC3)cnc2O[C@H]1CN(C)Cc1cccnc1
→ 1	2	.	-7	1[16.7 µM]	10	.	1.7
- COc1ccc2nc(NC(=O)C3CCN(C(=O)c4ccc(F)cc4)CC3)sc2c1
→ 0	3	-1	3	-2	-21	-6	-0.2

# An excerpt from further up:
# Under each structure: ERAP1 inh	PglD DTNB	Cneo AK release	RAD54 branch	miR-122 sensor	RAD52 anneal inh	PGC1a acetyl inh	E-sel inducer
- COc1ccc(CN2CCN(Cc3ccccc3F)CC2)cc1OC
→ 0	2	12	1	-3	-20	5	.
- C[C@H]1CN([C@@H](C)CO)C(=O)c2cc(NS(=O)(=O)c3cccs3)ccc2O[C@H]1CN(C)Cc1ccc(C(=O)Nc2ccccc2N)cc1
→ 4	.	.	.	.	-37	-8	2.6
- CCN(CC)C(=O)c1[nH]cnc1C(=O)Nc1ccon1
→ -1	4	13	4	0	-2	.	-0.2
- COc1ccc(Nc2nnc(C)c3ccccc23)cc1C(N)=O
→ .	-2	3	14	1	.	-5	.
- O=C(O)C(O)c1ccccc1 (stereo not drawn)
→ -4&0	5&1	0&0	-5&0	3&-5	-15&0	6	0.2&0.0
- Cc1nn(-c2cc(Cl)ccc2Cl)c(C)c1C(=O)O
→ -1	-8	0	5	1	-21	10	0.1
- C[C@@H]1CN([C@H](C)CO)C(=O)c2cccc(NS(=O)(=O)c3cccs3)c2O[C@@H]1CN(C)Cc1ccc(C(F)(F)F)cc1
→ -1	-2	-6	-4	61[16.7 µM]	-45	-5	-2.2
- O=C(c1cncc(Br)c1)N1CCN(S(=O)(=O)c2ccccc2C(F)(F)F)CC1
→ -1	.	.	.	-4	-13	.	33*
- CCCNC(=O)[C@@H]1[C@@H](CO)[C@@H]2Cn3c(ccc(-c4ccc(F)cc4)c3=O)[C@@H]2N1CC
→ .	-1	1	2	-3[16.7 µM]	.	.	-0.3
- CCc1ccc2nc3n[nH]c(N)c3cc2c1
→ .	-3	-4	6	3	.	17	.
- O=C(CCC(=O)N1CCN(c2ccccn2)CC1)Nc1nnc(C2CCCCC2)s1
→ .	2	0	0	0	.	-5	.
- N#Cc1c(N)oc(-c2ccco2)c1-c1ccco1
→ .	2	-3	-10	-7	.	16	.
